# Casp7 inh – blocks human caspase-7 allosterically or competitively | recombinant caspase-7, Ac-DEVD-AFC fluorescence rate | Potency, µM (series often up to 57.5 µM), for inactives: top-dose activity change, negative = inhibition, most hits filed as inhibitors | 75,000 tested, 0.02% active | AID 889; active = well fitted inhibition curve with a large enough effect in the main read-out, with a control signal flat, not every such curve was filed as active; inconclusive = small, poorly fitted or top-dose-only effect, or a change in a side signal; note: potency is the fitted concentration of half-maximal effect; % of control where 0% means no effect
# Target sequence (P55210 24-198 limits assumed): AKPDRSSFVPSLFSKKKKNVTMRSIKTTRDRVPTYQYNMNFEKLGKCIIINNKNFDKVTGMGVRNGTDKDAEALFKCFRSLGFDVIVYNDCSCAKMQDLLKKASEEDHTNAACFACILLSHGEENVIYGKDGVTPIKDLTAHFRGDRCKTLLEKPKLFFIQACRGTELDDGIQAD
# Target sequence (P55210 207-303 limits assumed): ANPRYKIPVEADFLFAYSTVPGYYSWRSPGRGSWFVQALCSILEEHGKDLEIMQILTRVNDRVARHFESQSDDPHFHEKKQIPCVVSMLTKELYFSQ
# HEK293 cAMP ctrl – counter-screen for TSHR agonists: cAMP increase in parental HEK293; parental HEK293 CNG cAMP sensor, membrane potential fluorescence; Potency, µM (top dose mostly 57.1 µM), for inactives: at the top dose activation, actives largely listed as activators; 73,000 tested, 2.5% active; AID 938; note: potency is the fitted concentration of half-maximal effect; % of control where 0% means no effect; nearly all actives have a fitted effect of over 55% in size
#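 Counterscreen for endogenous-receptor signalling: CNG-channel HEK 293 cells report cAMP rise by membrane depolarization. After 60 min dye equilibration with 100 uM RO 20-1724, compounds incubated 30 min before bottom-read fluorescence at 590 nm.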
# USP2a inh – inhibitors of human ubiquitin-specific protease USP2a; O75604; USP2a enzymatic assay, qHTS inhibition; 60,000 tested, 0.1% active; AID 927; Potency, µM (top dose mostly 38.3 µM), inactives show at the top dose activity change, negative = inhibition, hits mostly inhibitors;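 note: potency is the fitted concentration of half-maximal effect; nearly all actives have a fitted effect of over 60% in size; plate controls were DMSO for no effect and NEM full inhibition control for full effect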
#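 Coupled readout: USP2-cleaved Ub-PLA2 (20nM final) turns over NBD C6-HPC (20uM final), Ex 460nm/Em 535nm after 2.5 h, time-zero read flagging artifacts. Enzyme (20nM final, pH 8.0 Tris) given 30 min RT with compound first; NEM defines full inhibition.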
# BRCT inh red – inhibitors of human BRCA1 BRCT-phosphoprotein interaction (red fluorophore) | P38398 | BRCT-phosphopeptide binding, red fluorescence polarization | AID 892 | 75,000 tested, 0.03% active | Potency, µM (top dose mostly 76.9 µM), inactives show at the top dose activity change, negative = inhibition, usual class: inhibitors; note: % is set by controls: 0 for no effect and ±100 for the full control effect
#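 Fluorescence polarization: 100 nM His-tagged BRCA1 BRCT with 100 nM TAMRA-labelled phospho-BACH1 decapeptide, phosphate buffer pH 7.3 with 150 mM NaCl, DTT, 0.01% Tween 20; 12 min RT. Binding inhibition seen as FP decrease.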
# 4-MU autofl – 4-MU region autofluorescence | compound autofluorescence, 340/450 nm, 4-MU equivalents; active compounds read high | max dye-equivalent concentration, M | 59,000 tested, 11% active; in the data active = max dye-equivalent concentration above about 10 nM; inconclusive = mostly about 1.1 nM to 9.6 nM
#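 Intrinsic fluorescence at 340/450 nm (ex/em) was read after 15 min at room temperature in pH 8.0, 100 mM Tris. Each compound concentration expressed as 4-MU-equivalent concentration from a six-point 4-MU standard series on each plate.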
# Rhodamine autofl – rhodamine region autofluorescence. Rhodamine-region fluorescence, 547/598 nm, Tris buffer; active compounds read high. max dye-equivalent concentration, M. 59,000 tested, 0.05% active. AID 594; in the data active = max dye-equivalent concentration above about 11 nM; inconclusive = between about 1.1 nM and that limit
#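 Compounds in 100 mM Tris buffer, pH 8.0, were incubated 15 min at room temperature, then read at 547 nm excitation and 598 nm emission. Fluorescence was normalized against a per-plate six-point rhodamine standard curve as dye-equivalent concentration.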
# Fluorescein fluor – compound autofluorescence in fluorescein spectral region. max fluorescein-equivalent concentration, M. 59,000 tested, 0.91% active. AID 593. Compound autofluorescence, 480/540 nm, fluorescein-equivalent; active compounds read high; in the data active = max fluorescein-equivalent concentration above about 10 nM; inconclusive = between about 1.1 nM and that limit
#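 Compounds (23 nL) in 100 mM Tris pH 8.0, 15 min at room temperature, then fluorescence read at 480 nm excitation/540 nm emission. Signal converted to fluorescein-equivalent concentration from an on-plate fluorescein standard curve.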
# A350 fluor – A350 region autofluorescence. Compound autofluorescence, 340/450 nm, Alexa 350 dye-equivalents; active compounds read high. max dye-equivalent concentration, M. 59,000 tested, 11% active; in the data active = max dye-equivalent concentration above about 10 nM; inconclusive = mostly about 1.1 nM to 9.6 nM
# BRCT inh green – blocks human BRCA1 BRCT binding to phosphopeptide, green readout; P38398; BRCA1 BRCT-phosphopeptide binding, green fluorescence polarization; Potency, µM (highest dose often 76.9 µM), for the others: top-dose activity change, negative = inhibition, actives largely listed as inhibitors; 75,000 tested, 0.05% active;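 note: potency is the fitted concentration of half-maximal effect; plate controls were peptide without protein for full effect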
#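 Fluorescence polarization: His-tagged BRCT (~35 kDa BRCA1 C-terminus, 250 nM) bound to 100 nM fluorescein-labeled phosphorylated 10-aa BACH1 peptide, pH 7.3 phosphate buffer with DTT and Tween 20. Compounds incubated 12 min at room temperature; inhibition read as lowered polarization.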
# Casp1 inh – blocks human caspase-1 allosterically or competitively | AID 900 | Potency, µM (titrated, usually from 57.5 µM), without a hit: at the top dose activity change, negative = inhibition, most hits filed as inhibitors | Caspase-1 enzyme, Ac-WEHD-AFC fluorogenic rate | P29466 | 75,000 tested, 0.03% active;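 note: potency is the fitted concentration of half-maximal effect; plate controls were vehicle for no effect and no substrate for full effect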
# Target sequence (P29466 120-297 limits assumed): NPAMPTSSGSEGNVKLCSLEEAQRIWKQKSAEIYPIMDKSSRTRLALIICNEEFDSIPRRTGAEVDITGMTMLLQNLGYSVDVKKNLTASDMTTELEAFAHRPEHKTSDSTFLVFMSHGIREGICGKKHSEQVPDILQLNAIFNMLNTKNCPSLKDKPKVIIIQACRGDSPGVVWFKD
# Target sequence (P29466 317-404 limits assumed): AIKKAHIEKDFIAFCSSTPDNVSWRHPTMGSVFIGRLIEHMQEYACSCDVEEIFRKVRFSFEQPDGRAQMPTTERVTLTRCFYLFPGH
# Texas Red fluor – compounds fluorescent in Texas Red spectral region | Compound fluorescence, Texas Red channel, 547/618 nm; active compounds read high | max dye-equivalent concentration, M | 59,000 tested, 0.06% active | AID 587; in the data active = max dye-equivalent concentration above about 10 nM; inconclusive = between about 1.1 nM and that limit
#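 Pin-transferred compounds and Texas Red standards go into 100 mM Tris buffer, pH 8.0. After 15 min at room temperature, plates are imaged with 547/618 nm filters. Each value is a dye-equivalent concentration derived from the per-plate dye curve.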
# An asterisk follows results filed as active; i = inactive; ? = inconclusive; nt = no result given; [ ] = dose if it differs, or a comment. Unless noted, calls come from the whole dose curve; as a rule, active = well fitted curve in the direction sought with a large enough effect; inconclusive = small, poorly fitted or top-dose-only effect, or another doubt; inactive = no such curve, though single readings can be large; an effect the other way counts as inactive or inconclusive. The list is partial; rates above refer to the full screens.
SMILES,Casp7 inh,HEK293 cAMP ctrl,USP2a inh,BRCT inh red,4-MU autofl,Rhodamine autofl,Fluorescein fluor,A350 fluor,BRCT inh green,Casp1 inh,Texas Red fluor
COc1ccc(CNC(=O)C2CCN(S(=O)(=O)c3c(C)n[nH]c3C)CC2)cc1,0%,-3%,9%,-1.7%,i,i,i,i,-1.5%,2%,?
CCn1c(-c2ccccc2O)n[nH]c1=S,1%,-6%,0%,1.4%,nt,nt,nt,nt,1.4%,-1%,nt
COc1ccc(S(=O)(=O)Nc2ccc3c(c2)OCO3)cc1Cl,-2%,-14%,21%,-0.1%,i,i,i,i,-2.7%,-1%,?
O=C(CSc1nnc(-c2ccccc2)n1Cc1ccco1)Nc1ccc2c(c1)OCCO2,-3%,28%,26%,0.5%,i,i,i,i,1.2%,-2%,i
CCN(CCCc1ccccc1)CCCc1ccccc1,-1%,21%[25.6 µM],8%,-15%,i,i,?,i,-2.3%[3.08 µM],-5%,i
O=C(O)c1ccc(F)c(S(=O)(=O)Nc2cccc(F)c2)c1,-1%,-14%,nt,-0.9%,nt,nt,nt,nt,-1.3%,-1%,nt
O=S(=O)(Nc1cccc2ncccc12)c1cccs1,0%,?,1%,1.1%,i,i,?,i,-2.1%,2%,i
N#Cc1ccc(CSc2nnc(-c3cnccn3)o2)cc1,1%,5%,nt,0.4%,i,i,i,i,-0.5%,1%,?
COC(=O)C1CCN(C(=O)c2sc3nc(-c4ccccc4)cn3c2C)CC1,3%,0%,3%,-0.8%,i,i,i,i,1.2%,-2%,i
COc1ccc(-c2c3c([nH]c(=S)c2C#N)CCC3)cc1,nt,nt,nt,nt,i,i,i,i,nt,nt,i

# Single records, as listed above.
# Results for `COc1ccc(S(=O)(=O)Nc2ccc3c(c2)OCO3)cc1Cl` = Casp7 inh = -2%; HEK293 cAMP ctrl = -14%; USP2a inh = 21%; BRCT inh red = -0.1%; 4-MU autofl = i; Rhodamine autofl = i; Fluorescein fluor = i; A350 fluor = i; BRCT inh green = -2.7%; Casp1 inh = -1%; Texas Red fluor = ?
# Results for `COc1ccc(CNC(=O)C2CCN(S(=O)(=O)c3c(C)n[nH]c3C)CC2)cc1` = Casp7 inh = 0%; HEK293 cAMP ctrl = -3%; USP2a inh = 9%; BRCT inh red = -1.7%; 4-MU autofl = i; Rhodamine autofl = i; Fluorescein fluor = i; A350 fluor = i; BRCT inh green = -1.5%; Casp1 inh = 2%; Texas Red fluor = ?

# The listing picks up with the 5 entries that preceded the break.
SMILES,Casp7 inh,HEK293 cAMP ctrl,USP2a inh,BRCT inh red,4-MU autofl,Rhodamine autofl,Fluorescein fluor,A350 fluor,BRCT inh green,Casp1 inh,Texas Red fluor
O=C(O)c1ccc(F)c(S(=O)(=O)Nc2cccc(F)c2)c1,-1%,-14%,nt,-0.9%,nt,nt,nt,nt,-1.3%,-1%,nt
O=S(=O)(Nc1cccc2ncccc12)c1cccs1,0%,?,1%,1.1%,i,i,?,i,-2.1%,2%,i
N#Cc1ccc(CSc2nnc(-c3cnccn3)o2)cc1,1%,5%,nt,0.4%,i,i,i,i,-0.5%,1%,?
COC(=O)C1CCN(C(=O)c2sc3nc(-c4ccccc4)cn3c2C)CC1,3%,0%,3%,-0.8%,i,i,i,i,1.2%,-2%,i
COc1ccc(-c2c3c([nH]c(=S)c2C#N)CCC3)cc1,nt,nt,nt,nt,i,i,i,i,nt,nt,i
COc1ccc(N(CC(=O)Nc2ccc3c(c2)OCCO3)S(=O)(=O)c2cccnc2)cc1,-2%,9%,nt,1.8%,nt,nt,nt,nt,0.3%,-2%,nt
CC1CN(C(=O)CN2C(=O)c3ccccc3S2(=O)=O)CC(C)O1 (stereo unspecified),-4%,0%,-3%,2.0%,i,i,?,i,-4.2%,-2%,i
COC(=O)C1=C(C)Nc2ncnn2C1c1ccc(C)o1 (stereo unspecified),0%,12%,nt,0.5%,nt,nt,nt,nt,-1.4%,-4%,nt
CCOc1ccc(C(=O)Nc2ccc(Cl)cn2)cc1Cl,-1%,25%,2%,-1.2%,i,i,?,i,-1.5%,0%,i
CCn1c(SCC(=O)NCc2ccco2)nnc1C(C)C,-4%,1%,-3%,0.8%,i,i,?,i,-2.2%,3%,?
Cc1onc(-c2c(F)cccc2Cl)c1C(=O)NCc1ccccn1,1%,2%,-2%,0.8%,nt,nt,nt,nt,0.1%,-1%,nt
O=C(O)CSC12CC3CC(C1)CC(C(=O)O)(C3)C2,0%,6%,-3%,-0.4%,i,i,i,i,-2.4%,-1%,?
CCCCNC(=O)CCCn1c(=O)c2ccccc2n(CC(=O)NCCC2=CCCCC2)c1=O,-2%,22%,7%,-1.0%,i,i,i,i,0.3%,2%,?
BrC(Br)C(Br)Br,2%,-11%,nt,-1.5%,nt,nt,nt,nt,-1.2%,-1%,nt
CCN(CC(=O)Nc1c(C(=O)OC)[nH]c2ccc(C)cc12)c1ccc2c(c1)OCO2,-5%,-13%,23%,-2.8%,i,i,i,i,-4.5%,-4%,i
O=C(Nc1nncs1)c1c(F)c(F)c(F)c(F)c1F,-2%,10%,0%,-2.8%,i,i,i,i,-1.2%,2%,i
Nc1nc(-c2ccccc2)cc(N2CCCCC2)n1,-8%,?,47%[activator],-0.1%,2.4e-08M*,i,i,4.4e-08M*,0.3%,-4%,i
CN1C=CC(=C2C(=O)c3ccccc3C2=O)C=C1,-1%,2%,0%,1.3%,nt,nt,nt,nt,-1.4%,-1%,nt
O=C(Cc1ccccc1)Nc1ccc(N2CCOCC2)cc1N1CCOCC1,-2%,-10%,-1%,-1.3%,i,i,?,i,-2.8%,-1%,i
O=C(CCc1ccccc1)Nc1ccc(N2CCOCC2)cc1,-1%,4%,1%,0.7%,nt,nt,nt,nt,-1.1%,-1%,nt
Cc1ccc(C(=O)N2CCN(c3ccc(NC(=O)c4cccnc4)cc3)CC2)cc1,2%,-14%,17%,-0.1%,i,i,i,i,-2.4%,-1%,i
CCN(CC)S(=O)(=O)c1cccc(-c2nnc(SCc3ncc(-c4ccccc4)o3)n2C)c1,-2%,?,32%[activator],0.5%,i,i,i,i,0.4%,-1%,i
COc1ccccc1CNc1n[nH]c(NCc2ccccc2OC)n1,0%,1%,-5%,0.0%,i,i,?,?,-2.0%,1%,i
CCCCc1nc2n[nH]c(N)c2c2c1CCCC2,nt,nt,nt,nt,i,i,i,i,nt,nt,i
Cc1ccc(NC(=O)CS(=O)CC(=O)Nc2ccc(N3CCOCC3)cc2)cc1Cl (stereo unspecified),-6%,-8%,112%[activator],-0.4%,i,i,i,i,-3.1%,1%,i
O=C(O)C1C2C=CC(O2)C1C(=O)Nc1ccccc1C(F)(F)F (stereo unspecified),0%,-4%,1%,-0.4%,i,i,i,i,-1.9%,2%,?
Cc1cc(C)nc(N2CCCC(C(=O)Nc3ccc4c(c3)OCO4)C2)n1 (stereo unspecified),-1%,10%,134%[activator],-0.4%,i,i,i,i,-1.6%,1%,i
O=C(c1noc2c1CCc1ccccc1-2)N1CCc2ccccc2C1,-3%,?,-4%,-0.9%,i,i,?,i,-0.1%,-1%,i
COc1ccc(CNC(=O)CSc2nnc(-c3ccc(NC(C)=O)cc3)n2C)cc1,0%,2%,1%,0.8%,i,i,i,?,1.5%,1%,i
CCCCC1CC(CSc2ncn[nH]2)OC1=O (stereo unspecified),0%,0%,4%,0.1%,nt,nt,nt,nt,0.4%,-1%,nt
COC(=O)N1CCC2(CC1)CCN(c1ncccn1)CC2,-2%,-4%,4%,-0.5%,i,i,i,i,1.5%,-3%,i
CCOC(=O)C1=C[C@@]2(CC)CCCN3CCc4c(n1c1ccccc41)[C@H]32,-3%,22%[25.6 µM],2%,1.5%,i,i,?,i,-2.8%,-3%,i
CCOc1ccccc1Oc1coc2cc(O)ccc2c1=O,-14%,8%,-2%,0.4%,3.2e-07M*,i,?,3e-07M*,-2.2%,-12%,i
O=S(=O)(O)CCN1CCOCC1,0%,-3%,-1%,-1.6%,i,i,i,i,-1.5%,1%,i
O=C(CCc1ccc(O)cc1)c1c(O)cc(O)cc1O[C@@H]1O[C@@H](CO)[C@@H](O)[C@@H](O)[C@H]1O,nt,7%,nt,nt,i,i,i,i,nt,nt,i
O=S(=O)(c1ccccc1)N1CCC[C@@]2(CCN(c3cccc(-c4ccccc4)c3)C2)C1,-5%,13%,149%[activator],-0.1%,i,i,i,i,3.9%,-4%,i
Cc1cccn2c(=O)c3cc(C(=O)N4CCN(C(=O)c5ccco5)CC4)n(C)c3nc12,-23%,-8%,3%,-1.5%,9.5e-07M*,i,i,9e-07M*,-0.6%,?,i
CCOC(=O)c1ccc(NC(=O)c2cccc(S(=O)(=O)N3CCOCC3)c2)cc1,-1%,21%,43%[activator],-3.5%,nt,nt,nt,nt,0.4%,-4%,nt
COc1cc(-c2nnc(SCc3ccccc3Cl)o2)cc(OC)c1OC,-5%,?,5%,-5.5%,i,i,?,?,1.3%,1%,i
Cc1cccnc1,1%,-5%,nt,0.6%,nt,nt,nt,nt,-2.2%,0%,nt
COc1ccc(-n2nc3cc(C)c(NC(=O)C(C)C)cc3n2)cc1,1%,2%,23%,0.5%,9.5e-08M*,i,?,9e-08M*,-1.6%,-1%,i
